PI5P4Ka inh: PI5P4K alpha (human) kinase inhibition; AID 652105; max response, %; PI5P4Kalpha enzyme, ADP-Glo luminescence, 60 min; stronger effect = lower value; hit rate 1.2% among 330,000; active means max response of -50% or lower; inconclusive means between -30% and -50%; inactive means -30% or higher; further: value at the top dose of about 77 µM; on the % scale 0 is the no-effect control and ±100 the full control effect
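ADP-Glo luminescence end-point read after a 60 min room-temperature kinase reaction of PI5P4Kalpha plus substrate, initiated with ATP at 5 microM final. Buffer: 0.038 M HEPES pH 7.4, EGTA, 0.1% CHAPS, 5% DMSO.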
EPAC1 antagonist: antagonists of human EPAC1. Potency, µM (series often up to 115 µM), without a hit: top-dose activity change, negative = inhibition, actives largely listed as inhibitors. EPAC1 GEF assay, Rap1b-BODIPY-GDP exchange fluorescence. O95398. hit rate 0.14% among 360,000;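 further: potency means the concentration at half of the fitted maximal effect; plate controls were vehicle for no effect and positive control for full effect; nearly all actives have a fitted effect of over 50% in size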
WRN helicase inh: WRN helicase (human) inhibition; Potency, µM (doses to about 114 µM), without a hit: top-dose activity change, negative = inhibition, usual class: inhibitors; hit rate 0.46% among 360,000; WRN helicase unwinding, fluorescent forked duplex, kinetic; further: potency means the concentration at half of the fitted maximal effect; on the % scale 0 is the no-effect control and ±100 the full control effect; nearly all actives have a fitted effect of over 55% in size
Target sequence (Q14191 whole entry, looked up): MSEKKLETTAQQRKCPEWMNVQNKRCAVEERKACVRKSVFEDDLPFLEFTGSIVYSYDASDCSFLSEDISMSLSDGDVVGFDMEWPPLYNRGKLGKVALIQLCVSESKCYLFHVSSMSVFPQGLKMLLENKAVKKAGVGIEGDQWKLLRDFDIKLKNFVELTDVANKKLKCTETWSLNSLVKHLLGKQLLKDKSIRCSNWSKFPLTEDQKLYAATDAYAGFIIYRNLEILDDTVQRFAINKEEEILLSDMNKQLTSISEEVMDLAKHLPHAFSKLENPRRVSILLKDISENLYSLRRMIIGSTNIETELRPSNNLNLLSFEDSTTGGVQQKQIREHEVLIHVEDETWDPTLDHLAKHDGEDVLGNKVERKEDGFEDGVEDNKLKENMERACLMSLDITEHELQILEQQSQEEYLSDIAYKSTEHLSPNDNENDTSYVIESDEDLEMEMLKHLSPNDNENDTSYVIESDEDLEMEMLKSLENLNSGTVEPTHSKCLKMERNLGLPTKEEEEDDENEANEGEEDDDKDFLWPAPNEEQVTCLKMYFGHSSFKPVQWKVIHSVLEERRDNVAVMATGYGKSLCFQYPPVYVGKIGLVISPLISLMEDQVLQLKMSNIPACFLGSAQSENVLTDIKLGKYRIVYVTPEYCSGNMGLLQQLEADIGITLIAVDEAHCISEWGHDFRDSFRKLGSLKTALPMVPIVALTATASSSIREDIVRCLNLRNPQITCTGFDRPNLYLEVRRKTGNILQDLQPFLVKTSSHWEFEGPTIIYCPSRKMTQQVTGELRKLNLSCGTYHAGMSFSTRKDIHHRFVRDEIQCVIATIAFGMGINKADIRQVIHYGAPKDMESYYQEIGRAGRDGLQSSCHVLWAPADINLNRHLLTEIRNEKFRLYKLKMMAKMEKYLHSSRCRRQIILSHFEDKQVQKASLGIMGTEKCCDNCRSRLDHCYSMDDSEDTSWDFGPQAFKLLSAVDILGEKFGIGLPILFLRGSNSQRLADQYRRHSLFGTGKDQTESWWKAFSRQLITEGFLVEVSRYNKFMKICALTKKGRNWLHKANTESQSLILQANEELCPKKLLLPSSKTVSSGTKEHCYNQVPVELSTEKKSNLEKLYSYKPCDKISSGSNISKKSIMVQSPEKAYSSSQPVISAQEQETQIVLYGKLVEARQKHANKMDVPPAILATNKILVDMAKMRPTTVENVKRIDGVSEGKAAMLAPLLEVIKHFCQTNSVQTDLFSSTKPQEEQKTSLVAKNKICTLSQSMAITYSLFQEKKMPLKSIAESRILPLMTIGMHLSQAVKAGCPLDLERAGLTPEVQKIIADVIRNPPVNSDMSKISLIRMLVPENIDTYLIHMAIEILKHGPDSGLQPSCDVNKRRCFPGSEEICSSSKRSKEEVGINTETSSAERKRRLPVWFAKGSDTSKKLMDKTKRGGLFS
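Fluorescence dequenching readout, ex 525 nm/em 598 nm, kinetic mode: forked duplex DNA (100 nM final) with adjacent fluorophore and quencher unwound by WRN (20 nM final) with 2 mM ATP. Compound preincubation 15 min, room temperature.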
PLK1 PBD block: PLK1 (human) polo-box domain binding inhibition | AID 720504 | Potency, µM, for the others: max response, negative = inhibition, usual class: inhibitors | P53350 | Plk1 PBD binding of FITC phosphopeptide, fluorescence polarization | hit rate 2.8% among 360,000; further: potency means the concentration at half of the fitted maximal effect; series mostly up to about 57 µM; on the % scale 0 is the no-effect control and ±100 the full control effect; nearly all actives have a fitted effect of over 65% in size
EPAC2 antagonist: antagonists of human EPAC2; Potency, µM (top dose mostly 114 µM), inactives show at the top dose activity, negative = inhibition, actives largely listed as inhibitors; AID 720708; EPAC2 GEF exchange of Rap1B-BODIPY-GDP, fluorescence; Q8WZA2; hit rate 0.18% among 360,000; further: potency means the concentration at half of the fitted maximal effect; on the % scale 0 is the no-effect control and ±100 the full control effect; nearly all actives have a fitted effect of over 45% in size; many of its hits are not listed in these tables
EPAC1 ag: agonists of human EPAC1; O95398; EPAC1 agonist qHTS, biochemical assay; response scale: 100% = response to 6.5 mM cAMP; Potency, µM (titrated, usually from 154 µM), for the others: at the top dose activation, usual class: activators; hit rate 0.073% among 360,000; AID 720707; further: potency means the concentration at half of the fitted maximal effect; nearly all actives have a fitted effect of over 60% in size
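Read-out is the fluorescence drop as BODIPY-GDP leaves Rap1B (480 nm excitation, 540 nm emission), recorded every 5 minutes over 30 minutes. Reactions held 100 nM EPAC1, 250 nM Rap1B–BODIPY-GDP and 50 uM GDP, with 6.5 mM cAMP setting full activation.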
MmCpn inh: blocks the Methanococcus maripaludis chaperonin Mm-Cpn | purified Mm-Cpn ATPase, ADP Transcreener TR-FRET | Potency, µM (top dose mostly 76.9 µM), for the others: at the highest dose activity, negative = inhibition, hits mostly inhibitors | hit rate 0.031% among 330,000; further: potency means the concentration at half of the fitted maximal effect; on the % scale 0 is the no-effect control and ±100 the full control effect; nearly all actives have a fitted effect of over 80% in size
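Purified archaeal Mm-CPN (25nM final) preincubated 10 min at 37degC with compound, then 10uM ATP for 30 min at 37degC; ADP measured by HTRF Transcreener TR-FRET; buffer 30 mM TRIS pH 7.4, 100mM KCl, 5mM MgCl2, 1mM DTT.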
CCT chaperon mod: changes cytosolic chaperonin activity; hit rate 0.3% among 360,000; activity change, % (test concentration not listed), hits read low; purified chaperonin ATPase assay, HTRF ADP detection, 30 min; in the data active means activity change below about -30%; further: on the % scale 0 is the no-effect control and ±100 the full control effect
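First, chaperonin was dispensed at 40 nM or 20 nM final depending on batch activity. Next, compounds were pinned at 76 uM and ATP added at 10 uM. After 30 min at 37 °C, ADP detection reagents ran 30 min at ambient temperature.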
* marks the source's active call; other numbers are inactive results; ? = inconclusive; . = no result given; [ ] = dose if it differs, or a comment. Unless noted, the call rests on the fitted dose curve; in most records, active means well fitted curve in the direction sought with a large enough effect; inconclusive means small, poorly fitted or top-dose-only effect, or another doubt; inactive means no such curve, though single readings can be large; an effect the other way counts as inactive or inconclusive. An excerpt. The share of hits here may be higher or lower than overall.

SMILES	PI5P4Ka inh	EPAC1 antagonist	WRN helicase inh	PLK1 PBD block	EPAC2 antagonist	EPAC1 ag	MmCpn inh	CCT chaperon mod
O=c1c2c(nc3cc(-c4ccc(Cl)cc4)[nH]n13)CCS2	-16	13%	-4%	-19%	7%	1%	0%	-5.1
COc1ccc(NC(=O)CSc2nnc(CNc3ccc(C)cc3)n2C)cc1	4	3%	-4%	-4%	0%	4%	-3%	0.7
COCCCNc1nc2c(c(=O)n(Cc3ccc(OC)cc3)c(=O)n2C)n1C	0	11%	-3%	-8%	9%	3%	-2%	0.7
O=C(O)/C(=C1/OC(=O)c2ccccc21)c1ccccc1	4	9%	-3%	-2%	5%	4%	0%	-0.4
Cc1ccc(C(=O)CSc2nnc(CNc3nc(-c4ccccc4)cs3)n2C)cc1	10	-4%	-22%	-30%	-12%	11%	-10%	-2.6
Cc1ccccc1CN1CCc2cc([N+](=O)[O-])ccc21	-8	15%	-3%	-1%	6%	17%	3%	-2.0
O=C(NC1CCCCC1)C(c1ccccc1)n1c(=O)c(-c2cc3ccccc3[nH]2)nc2ccccc21 (stereo not given)	-2	-21%	-2%	-15%	8%	3%	.	.
Cc1ccc(S(=O)(=O)NC(C)C(=O)NC2CC2)cc1 (stereo not given)	-4	6%	0%	-24%	-9%	10%	-2%	2.4
O=C(CN1C(=O)/C(=C/c2ccccc2Cl)SC1=S)NC1C=CS(=O)(=O)C1 (stereo not given)	-3	1%	-14%	-11%	-7%	-5%	?	1.5
O=C(CSc1n[nH]c(-c2ccccc2F)n1)NCC(=O)Nc1ccc(F)c(F)c1F	-1	1%	-12%	-14%	0%	-1%	4%	-2.8
COc1ccc(CC(=O)Nc2nc(OCCN3CCCC3=O)cnc2-c2cccc(C(F)(F)F)c2)cc1	-1	-12%	9%	-11%	-18%	-5%	.	-0.4
Cc1cccc(CNC(=O)c2ccccc2N)c1	.	4%	-6%	2%	-1%	-2%	0%	0.4
CCOC(=O)CSc1nc2c(sc(=S)n2-c2ccccc2)c(=O)[nH]1	-11	-6%	-26%	0%	-2%	5%	-3%	-0.2
CC(NC(=O)Nc1ccccc1)C(c1cccs1)N1CCN(c2ccccc2)CC1 (stereo not given)	10	3%	-2%	-3%	11%	-10%	1%	0.8
CC(=O)Nc1ccc(C(=O)N2CCCC(c3cc(C(=O)NCc4ccc(F)cc4)no3)C2)cc1 (stereo not given)	-1	0%	4%	-10%	-10%	-17%	.	1.1
CC(=O)c1sc(Nc2nc3ccc(F)cc3s2)nc1C	?	-2%	-2%	-14%	0%	2%	-3%	0.2
COc1ccc(/C=C2\N=C(c3ccc(C)cc3)OC2=O)cc1	-7	119%[activator]	?	-7%	-4%	13%	1%	-2.7
O=C1/C(=C/c2ccccc2)CCc2ccc(Cl)nc21	-1	?	?	-12%	-2%	7%	.	-2.2
O=S(=O)(c1ccc(S(=O)(=O)N2CCCC2)cc1)N1CCCCCC1	.	-9%	-7%	-5%	-1%	4%	1%	-2.8
Cc1ccc(C(c2sc3ncnn3c2O)N2CCC(C)CC2)cc1 (stereo not given)	12	-6%	0%	4%	7%	4%	0%	-1.7
O=c1c(Cl)c(Cl)cnn1Cc1ccccc1Cl	?	-11%	-15%	-15%	5%	0%	-10%	-2.3
Cc1ccc2c(c1)P(=O)(O)c1cc(C)ccc1O2	9	6%	-2%	-4%	5%	6%	.	-1.7
CN1CCN(c2ccccc2NC(=O)c2ccc([N+](=O)[O-])cc2Cl)CC1	-2	-9%	-4%[57.1 µM]	-3%	-7%	8%	0%	0.1
COc1ccc(Cl)cc1-c1cc(C(=O)NCc2cccc(Cl)c2)[nH]n1	-13	0%	-4%	-11%	2%	3%	.	-1.1
CCCn1c(SC(C)C(=O)NC2CC2)nnc1-c1ccncc1 (stereo not given)	3	-6%	-4%	-3%	-1%	-11%	-4%	-2.4
Cc1cc(C)nc(SCC(=O)N/N=C/c2ccc3c(c2)OCO3)n1	-2	11%	-18%	2%	-4%	6%	0%	-4.6
Cc1cc(=O)oc2c(C)c(OCC(=O)N3CCN(c4ccccc4)CC3)ccc12	0	-7%	2%	-8%	-8%	11%	0%	-3.4
O=C(NNc1ccccc1[N+](=O)[O-])Nc1cccc(Cl)c1	-1	-11%	-3%	21µM*	-7%	-4%	0%	-2.5
CCOc1nc(NCCc2ccc(OC)c(OC)c2)nc(NC(C)(C)CO)n1	.	-4%	1%	-7%	-9%	-1%	-2%	-2.2
COc1cccc(NS(=O)(=O)c2c(C)nc3sccn3c2=O)c1	-1	5%	-1%	2%	6%	-1%	-1%	-0.2
COCCN(Cc1ccccc1)P(=O)(O)c1ccccc1OCC(=O)O	-8	14%	-6%	-9%	1%	1%	.	-1.3
Cc1ccc(NC(=O)CN2C(=O)S/C(=C\c3cccn3-c3cccc(C(=O)O)c3)C2=O)c(C)c1	?	?	?	24µM*	?	-1%	0%	-8.5
CN1CCN(c2ccc(-c3cc(NC=O)c4ncc(-c5ccc(F)c(Cl)c5)n4c3)cc2)CC1	-29	-11%	?	-2%	-5%	1%	.	-4.0
Cc1ccc(C(C)C)c(OCC(=O)Nc2ccc3c(c2)nc(CN2CCCC2)n3C)c1	3	-25%	-3%	-22%	0%	-5%	-7%	-0.5
O=C(Nc1ccccc1)C1CC(=O)N(c2ccc3c4c(cccc24)CC3)C1 (stereo not given)	.	-7%	-12%	-9%	-10%	16%	1%	-3.4
Cc1onc(C(=O)Nc2sc3c(c2C#N)CCCC3)c1[N+](=O)[O-]	-4	0%	-5%	27µM*	-11%	6%	4%	-0.7
CC1(C)CC(=O)C2=C(C1)NC(Nc1nc3ccccc3o1)=NC21CCCC1	.	4%	-2%	27µM*	6%	-2%	-9%	-0.7
CCN(CC)c1ccc(/C=N/N2C(=O)c3ccccc3C2=O)cc1	1	-3%	-1%	-14%	-1%	-4%	1%	0.0
O=C(Nc1ccccc1C(F)(F)F)c1ccc2nccnc2c1	-2	3%	7%	2%	7%	-6%	0%	-1.5
COC(=O)Cn1c(C)nc2ccccc21	.	-4%	-2%	-2%	-3%	0%	2%	-4.4
COc1ccc(-c2noc(CCC(=O)Nc3ccc(C)c(C)c3)n2)cc1	.	-4%	-6%	2%	-5%	15%	1%	0.8
CC(=O)Nc1ccc(NC(=O)C(C)OC(=O)C(C)SCC(=O)Nc2ccc(F)cc2)cc1 (stereo not given)	1	1%	-6%	-2%	-4%	5%	0%	0.9
O=C(CCNc1ccc(F)cc1)c1ccco1	5	-3%	-4%	-6%	3%	-1%	-3%	-3.6
O=C(Nc1c(F)c(F)c(F)c(F)c1F)NC1CCCCC1	.	-9%	-8%	-3%	-1%	9%	-8%	-2.0
Cc1ccc(C)c(N2N=C(C(=O)OCc3nnc(-c4ccccc4)o3)CCC2=O)c1	-2	15%	-4%	-8%	10%	2%	-15%	-0.4
Cc1sc2nc3n(c(=O)c2c1C)CCCCC3	-4	11%	3%	-2%	10%	-2%	2%	0.4
Cc1oc(C)c(C(N)=O)c1C(N)=O	-8	-3%	1%	-3%	3%	0%	2%	-1.7
COc1ccc(OCC(=O)N(C)Cc2ccccc2)cc1	4	1%	7%	-7%	7%	3%	-1%	-1.2
COc1ccccc1NC(=O)CNC(=O)Cn1cnc2sc(C)c(C)c2c1=O	-1	8%	-3%	-1%	-1%	9%	-2%	-0.2
COc1ccc2nc(SCC(=O)O)nc(C)c2c1	-6	-5%	3%	-8%	-4%	-5%	0%	0.9
O=C(O)CC12CC3CC(C1)CC(n1ncc(NCc4ccco4)c(Cl)c1=O)(C3)C2	0	-8%	-4%	-4%	4%	14%	0%	1.4
Cc1ccc(NC(=O)CCn2cccc2)cc1	-4	-5%	-4%	3%	0%	20%	0%	-0.4
O=C(Cn1c(=O)oc2ccccc21)NCC1COc2ccccc2O1 (stereo not given)	0	1%	9%	-7%	-7%	-5%	0%	1.0
Cc1cccc(C2c3[nH]c4ccccc4c3CCN2C(=O)c2noc3c2CCCC3)n1 (stereo not given)	6	-17%	-7%	2%	-8%	1%	-2%	-1.2
Cc1cccc(NC(=O)NNC(=O)c2cc(-c3ccccc3Cl)nc3ccccc23)c1	2	1%	-5%	-6%	-4%	3%	2%	-0.8
COc1ccc(C(=O)c2ccccc2Cl)cc1OC	1	-9%	-17%[57.1 µM]	7%	?	3%	-1%	1.9
C/C(N)=C(/C#N)C(=O)COC(=O)c1cc(-c2cccc(Br)c2)nc2ccccc12	27	-2%	-30%[57.1 µM]	0%	4%	-1%	-30%	-0.6
Cc1ccnc(SCc2cc(=O)c(OC(=O)c3ccc(S(=O)(=O)N(C)C)cc3)co2)n1	?	3%	-10%	-17%	1%	-3%	2%	2.0
Cc1ccc(NC(=O)c2cc(-n3cnnc3)ccc2Cl)cc1	.	-3%	-10%	-1%	-5%	5%	-7%	-0.7
O=C(CSc1ncc(C(F)(F)F)cc1Cl)N1CCN(S(=O)(=O)c2ccc(Cl)cc2)CC1	.	-12%	-11%	-13%	-5%	8%	-1%	-1.7

Going on with the list.
SMILES	PI5P4Ka inh	EPAC1 antagonist	WRN helicase inh	PLK1 PBD block	EPAC2 antagonist	EPAC1 ag	MmCpn inh	CCT chaperon mod
O=C(c1ccc(Cl)cc1)N1CCC(C(=O)N2CCCc3ccccc32)CC1	-4	1%	-3%	-1%	-1%	0%	1%	-1.4
Cc1ccc(S(=O)(=O)CCC(=O)NCc2ccco2)cc1	0	-19%	-17%	-13%	7%	0%	1%	-1.2
O=C(COc1ccc(S(=O)(=O)NCc2ccccc2)cc1)NCC1CCCO1 (stereo not given)	0	0%	1%	1%	0%	0%	0%	-1.7
CC(=O)Nc1ccc(/C=N\NC(=O)CNS(=O)(=O)c2ccc([N+](=O)[O-])cc2)cc1	9	-4%	-3%	-7%	-5%	13%	-2%	-2.8
O=C(NCC(c1cccs1)N1CCOCC1)c1cn(-c2ccccc2)nc1-c1ccccc1 (stereo not given)	2	-6%	-7%	-7%	-1%	10%	-8%	-3.6

Sorted by molar mass (lowest first): 3 of the compounds above
SMILES	PI5P4Ka inh	EPAC1 antagonist	WRN helicase inh	PLK1 PBD block	EPAC2 antagonist	EPAC1 ag	MmCpn inh	CCT chaperon mod
CCN(CC)c1ccc(/C=N/N2C(=O)c3ccccc3C2=O)cc1	1	-3%	-1%	-14%	-1%	-4%	1%	0.0
Cc1cc(=O)oc2c(C)c(OCC(=O)N3CCN(c4ccccc4)CC3)ccc12	0	-7%	2%	-8%	-8%	11%	0%	-3.4
O=C(CSc1ncc(C(F)(F)F)cc1Cl)N1CCN(S(=O)(=O)c2ccc(Cl)cc2)CC1	.	-12%	-11%	-13%	-5%	8%	-1%	-1.7

Screening data as filed in PubChem BioAssay.
